Bioassay records deposited in PubChem by Southern Research Specialized Biocontainment Screening Center.
VEEV TC-83 Vero = inhibitors of VEEV TC-83 cytopathic effect, confirmation, Vero cells (AID 588727). Vero cells, VEEV TC-83 cytopathic effect inhibition; higher % means a stronger effect. one-dose inhibition, % at 20 µM; IC50 in µM for titrated hits. actives 0.13% (n = 350,000); in the data active = a potency from the dose series; inconclusive = inhibition mostly from about 14% at the one dose, without a potency; inactive = the rest, 99 in 100 with inhibition below about 12%; also: strong numbers were not always called active
influenza NS1A = NS1A inhibition, H1N1 influenza, cell based functional assay (AID 504329). actives 0.3% (n = 340,000). inhibition, % at 12.5 µM; hits with a dose series show IC50 in µM. NS1A functional cell-based assay, percent inhibition; higher % means a stronger effect; in the data active = a potency from the dose series; inconclusive = inhibition above about 27% without an active follow-up result; also: strong numbers were not always called active
H37Rv inhibition = M. tuberculosis growth inhibition, HTS (AID 449762) | M. tuberculosis H37Rv growth inhibition, 7H9 media; higher % means a stronger effect | inhibition, % at 25 µM, or IC50 in µM where a hit was titrated | actives 0.59% (n = 330,000); in the data active = a potency from the dose series; inconclusive = inhibition above about 70% without an active follow-up result;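 also: bacterial growth assessed after seven days of incubation; strong numbers were not always called active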
tuberculosis growth = growth inhibition of non-replicating M. tuberculosis (AID 488890); inhibition, % at 25 µM; hits with a dose series show IC50 in µM; actives 0.39% (n = 320,000); Mycobacterium tuberculosis non-replicating, growth inhibition; higher % means a stronger effect; in the data active = a potency from the dose series; inconclusive = inhibition mostly from about 82% at the one dose, without a potency; inactive = the rest, 99 in 100 with inhibition below about 76%;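 also: plate controls were DMSO cells for no effect and high antibiotic wells for full effect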
Salmonella PhoP GFP = Inhibition of PhoP regulon, Salmonella typhi GFP reporter cells, confirmation, 4 h (AID 1850) | one-dose inhibition, % at 50 µM; IC50 in µM for titrated hits | actives 0.33% (n = 310,000) | Salmonella Typhi PhoP-promoter GFP reporter, fluorescence, 4 h; higher % means a stronger effect; in the data active = a potency from the dose series; inconclusive = inhibition mostly from about 25% at the one dose, without a potency; inactive = the rest, 99 in 100 with inhibition below about 19%;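 also: 0% = induced wells with vehicle and 100% = uninduced wells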
VEEV TC-83 Vero 10K pilot screen = recorded beside VEEV TC-83 Vero, whose call it bears; inhibition, %; measured here: 10K pilot screen inhibition
* marks the source's active call; other numbers are inactive results; i = inactive; ? = inconclusive; . = no result given.

The opening 5 entries (preview)
SMILES | VEEV TC-83 Vero | influenza NS1A | H37Rv inhibition | tuberculosis growth | Salmonella PhoP GFP | others
CC(=O)n1c2ccccc2c2c1c1ccccc1n2C | i | 4% | -8% | 3% | -3%
CCCCCCCCCCCCCCCCn1cc[n+](CC(C)=O)c1 | 9.2% | -9% | . | . | .
CCCCOP(=O)(c1ccc(N(C)C)cc1)C(O)c1cccnc1 (configuration not stated) | 1.2% | -8% | -2% | 3% | 6%
CCOC(=O)c1c(NC(=O)COC(=O)c2ccc(Cl)nc2)sc(C(=O)N(C)C)c1C | 1.4% | -2% | 5% | 13% | 0%
Cc1ccc(S(=O)(=O)n2nc(C)c(S(=O)(=O)N3CCOCC3)c2C)cc1 | 3.1% | -9% | -5% | 10% | -1%

This part in full, from the start:
SMILES | VEEV TC-83 Vero | influenza NS1A | H37Rv inhibition | tuberculosis growth | Salmonella PhoP GFP | others
CC(=O)n1c2ccccc2c2c1c1ccccc1n2C | i | 4% | -8% | 3% | -3%
CCCCCCCCCCCCCCCCn1cc[n+](CC(C)=O)c1 | 9.2% | -9% | . | . | .
CCCCOP(=O)(c1ccc(N(C)C)cc1)C(O)c1cccnc1 (configuration not stated) | 1.2% | -8% | -2% | 3% | 6%
CCOC(=O)c1c(NC(=O)COC(=O)c2ccc(Cl)nc2)sc(C(=O)N(C)C)c1C | 1.4% | -2% | 5% | 13% | 0%
Cc1ccc(S(=O)(=O)n2nc(C)c(S(=O)(=O)N3CCOCC3)c2C)cc1 | 3.1% | -9% | -5% | 10% | -1%
Cc1ccc(O)c(NC(=O)c2cccc(S(=O)(=O)N3CCCCC3)c2)c1 | 8.0% | 0% | 2% | 25% | -7%
Cc1cccc(C(C)C)c1NC(=O)c1ccc(OCC2CCCO2)cc1 (configuration not stated) | 1.7% | 1% | 4% | 6% | .
COCCn1nnnc1C(c1ccccc1OC)N1CCN(c2ccccc2F)CC1 (configuration not stated) | 9.6% | -2% | -10% | 1% | -6%
C/C(=N/NC(=O)CNC(=O)c1cccs1)c1ccco1 | 1.8% | 7% | -9% | -16% | 13%
CC(=O)N1N=C(c2ccc(C)cc2)OC1c1ccc(C(C)C)cc1 (configuration not stated) | 2.1% | -5% | 4% | 1% | -4%
O=C(N/N=C/c1ccc(Cl)cc1)c1sccc1OCc1ccc(F)cc1 | ? | -14% | 3% | 11% | -11%
O=C(C(=O)N1CCN(C(=O)c2ccco2)CC1)c1c[nH]c2ccccc12 | i | -2% | 12% | 19% | -6%
O=C(NCC1COc2ccccc2O1)c1cc(S(=O)(=O)N2CCOCC2)c(Cl)cc1Cl (configuration not stated) | 9.7% | 10% | . | . | .
COc1ccc(-c2cnc3c(c2)CCC3(C#N)C#N)cc1 | 9.3% | -1% | ? | ? | 4%
Cc1cccc(NC(=O)c2ccc(Cl)c(S(=O)(=O)N3CCCC3)c2)n1 | 3.2% | -5% | -8% | 6% | -6%
O=C(COC(=O)c1cc(S(=O)(=O)N2CCCCC2)ccc1N1CCOCC1)NCCc1ccc(F)cc1 | i | 6% | -5% | -1% | 7%
CCOC(=O)c1ccc(NC(=S)N(CCCN2CCN(CC)CC2)Cc2ccco2)cc1 | 0.6% | 2% | 0% | 59% | 4%
Cc1cc2[nH]c(=O)c(=O)[nH]c2cc1S(=O)(=O)Nc1cccc(Cl)c1C | 0.2% | -3% | -8% | -4% | -9%
O=C1N[C@H](Cc2ccccc2)COC(=O)[C@@H](Cc2ccc(F)cc2)C/C=C\C[C@H]1CC(=O)N(CCO)Cc1ccccc1 | 8.3% | -18% | 0% | 35% | .
N#C/C(=C/c1cn(-c2ccccc2)nc1-c1cccc(OCc2ccc(F)cc2)c1)C(=O)NCCCn1ccnc1 | i | 81µM* | ? | 77% | -2%
CC(=O)C(C(c1ccccc1)N1CCCc2ccccc21)N1CCOCC1 (configuration not stated) | 0.3% | 9% | . | . | .
COc1cc(OC)cc(C(=O)NNC(=O)c2cc(S(=O)(=O)N3CCOCC3)ccc2F)c1 | 0.9% | -4% | -10% | -5% | .
O=c1c(-c2ccc(Br)cc2)coc2c(CN3CCCCC3)c(O)ccc12 | 1.8% | -2% | . | . | .
COc1ccc2c(Cl)c(C(=O)NCc3ccco3)sc2c1 | i | -5% | -1% | 0% | 1%
O=C(NCc1ccco1)Nc1cccc2ccccc12 | 0.2% | -12% | . | . | .
Cc1nc2ccccn2c1P(=Nc1ccccc1)(N(C)C)N(C)C | 0.1% | -1% | -8% | 14% | -5%
CCN(C(=O)CN1CCCc2cc(C)ccc21)c1c(N)n(Cc2ccccc2)c(=O)[nH]c1=O | 0.3% | -4% | . | . | .
Cc1cc(O)c(C(=O)/C=C/c2c(F)c(F)c(F)c(F)c2F)c(=O)o1 | 7.8% | -5% | 24% | 80% | -30%
CCN(CC)C(=O)COc1ccc(Br)cc1Cl | 4.0% | -6% | 2% | -7% | 5%
COc1ccc(CN2C(=O)C(Cc3ccccc3)Nc3ncnc(N4CCOCC4)c32)cc1 (configuration not stated) | 0.5% | 5% | -3% | 44% | 11%
COc1ccc(OCC(=O)Nc2ccccc2C(=O)N2CCOCC2)cc1 | 0.8% | -2% | 6% | 7% | -3%
CC1CC(C)CN(C(=O)COC(=O)Cc2c[nH]c3ccccc23)C1 (configuration not stated) | 4.4% | -3% | 2% | -10% | 2%
O=C(Cc1ccccc1[N+](=O)[O-])NCC(=O)c1ccc2c(c1)OCO2 | i | -19% | . | . | .
Nc1nonc1-n1nnc(C(=O)O)c1-c1cccs1 | 1.6% | 9% | 1% | 3% | 1%
CC(=O)Nc1ccc(OCC(O)CN2CCN(c3ccc(F)cc3)CC2)cc1 (configuration not stated) | 0.7% | 1% | 0% | -4% | -4%
O=C(Nc1nccs1)C(c1ccccc1)N1CCCC1 (configuration not stated) | 1.2% | -3% | 0% | -2% | 8%
CC(C)CCN(CCC(C)C)C/C(O)=C(\C#N)c1nc(-c2ccccc2)cs1 | 0.4% | 5% | 7% | 13% | -2%
O=C(COC(=O)/C=C/c1cccc(C(F)(F)F)c1)NCc1ccc(F)cc1 | i | -1% | -3% | 27% | -10%
O=C(NC1CCCCC1)c1cccc(OCc2ccccc2)c1 | 1.2% | -1% | -3% | 40% | 5%
COc1ccc(-c2cc(C(F)(F)F)n3nc(C(=O)Nc4cc(C)on4)cc3n2)cc1OC | 8.9% | -3% | 0% | -8% | 10%
CC(C)(C)n1nc2c(c1NC(=O)COc1ccccc1F)CS(=O)(=O)C2 | 1.4% | -3% | 9% | -1% | -17%
Cc1ccc(N2C(N)=C(C#N)C(c3cccnc3)C3=C2CCCC3=O)cc1 (configuration not stated) | 1.2% | 0% | -3% | 9% | 15%
CCC1CCc2sc(C(=O)NNC(=O)c3ccncc3)cc2C1 (configuration not stated) | 2.2% | -11% | ? | 2µM* | 0%
O=C1NCN(CCO)CN1 | 0.3% | -4% | 7% | -17% | -9%
Cc1nn(CC(C)C)c(Cl)c1C(=O)N(C)CC(=O)Nc1c(Cl)cccc1Cl | 0.2% | 17% | -14% | 5% | 1%
COc1ccc(C(=O)C[N+]2(C)CCOCC2)cc1 | i | -3% | -5% | -5% | -1%
CC(C)C(=O)NC(=S)NCC(=O)c1ccccc1 | i | 4% | -3% | 30% | -9%
COc1ccc(CCNC(=O)c2cccn2C)cc1 | 0.3% | -4% | 4% | -3% | -5%

Pulled by structure from the list above:
SMILES | VEEV TC-83 Vero | influenza NS1A | H37Rv inhibition | tuberculosis growth | Salmonella PhoP GFP | others
COc1ccc(CCNC(=O)c2cccn2C)cc1 | 0.3% | -4% | 4% | -3% | -5%
CC(C)C(=O)NC(=S)NCC(=O)c1ccccc1 | i | 4% | -3% | 30% | -9%
Cc1ccc(N2C(N)=C(C#N)C(c3cccnc3)C3=C2CCCC3=O)cc1 (configuration not stated) | 1.2% | 0% | -3% | 9% | 15%
CC(C)(C)n1nc2c(c1NC(=O)COc1ccccc1F)CS(=O)(=O)C2 | 1.4% | -3% | 9% | -1% | -17%

(listing goes on)
SMILES | VEEV TC-83 Vero | influenza NS1A | H37Rv inhibition | tuberculosis growth | Salmonella PhoP GFP | others
Cc1ccc(OCC(=O)NC(=S)Nc2cccc(C)n2)cc1 | 0.2% | 2% | 4% | . | -7%
C[C@H]1O[C@@H](OC2CC[C@]3(C=O)[C@H]4CC[C@]5(C)[C@@H](C6=CC(=O)OC6)CC[C@]5(O)[C@@H]4CC[C@]3(O)C2)CC2OC(C)(C)OC21 (some centres not stated) | <0.05µM* | 4% | -7% | 12% | 5%
Cc1cc(C(F)(F)F)nc(SCC(=O)Nc2ccccc2)n1 | 1.4% | 5% | 3% | 20% | 7%
CCCOc1ccc(C2c3c(oc4cc(C)c(C)cc4c3=O)C(=O)N2CCCN2CCOCC2)cc1 (configuration not stated) | i | 4% | -7% | -19% | -11%
O=C(CN1CCN(S(=O)(=O)c2cc(Cl)ccc2Cl)CC1)Nc1ccc2c(c1)OCCO2 | 4.1% | 7% | ? | 63% | 3%
COc1cccc(/C=C2\SC(=S)N(CC(=O)N(C)C3CCS(=O)(=O)C3)C2=O)c1 (configuration not stated) | 11% | 0% | 0% | -4% | -8%
CC[C@@]1(c2cccc(C)c2)C(=O)N(C(=O)OC)N1C(=O)OC | 0.6% | -2% | -8% | 16% | 5%
Cc1ccccc1NC(=O)CSc1nc(=O)n(CCN2CCOCC2)c2c1CCCC2 | 3.9% | -9% | -6% | 4% | 5%
Cc1cc(NC(=O)c2cc(C)on2)no1 | 1.4% | -2% | . | . | 3%
CC(=O)c1ccc(N=Nc2c(C)[nH][nH]c2=O)cc1 | 0.4% | 2% | -7% | -2% | 4%
O=C1Nc2ccc(F)cc2C12Nc1ccccc1-c1nnc(SCc3ccccc3F)nc1O2 (configuration not stated) | 1.0% | 4% | -4% | -13% | -22%
Cc1ccc(C(=O)Nc2nc(-c3cccnc3)cs2)o1 | 10% | -17% | -6% | 17% | 0%
O=C(N/N=C\c1ccc2c(c1)OCO2)c1cncc(Br)c1 | 0.5% | 9% | 8% | 18% | -5%
Cc1ccc(C(=O)c2cn(-c3ccc(F)c(Cl)c3)nn2)cc1 | 12% | -8% | -10% | -5% | 0%
O=C(Oc1ccccc1F)C1CCN(C(=O)c2ccc(F)cc2)CC1 | 1.1% | 0% | 62% | ? | 1%
CCCn1c(O)c(CN2CCCCC2)c(C)c(C#N)c1=O | i | -1% | -1% | 1% | -2%
CCC(CO)Nc1ccc(-c2n[nH]c(=O)c3ccccc23)cc1[N+](=O)[O-] (configuration not stated) | 2.1% | 26% | -3% | 4% | 1%
CCn1cc(S(=O)(=O)CC(=O)Nc2cc(C)ccc2C)c2ccccc21 | 8.4% | 7% | 0% | -8% | 10% | VEEV TC-83 Vero 10K pilot screen=2.5
COCc1nnc(NS(=O)(=O)c2ccc(Br)cc2)s1 | 0.9% | 9% | -4% | 6% | -9%
Cc1ccc(NCc2ccccc2F)cc1 | i | 4% | 7% | 40% | -8%
COc1ccc(C)c2sc(N(CCN(C)C)C(=O)/C=C/c3cccs3)nc12 | i | 9% | 25µM* | ? | 3%
OC(COc1ccc(F)cc1Cl)CN1CCC(Cc2ccccc2)CC1 (configuration not stated) | i | -3% | 29% | 70% | -19%
Cc1ccc(C)c(N2CCN(C(=O)c3ccc(CS(=O)Cc4ccc(Cl)cc4)o3)CC2)c1 (configuration not stated) | 1.8% | -4% | 7% | 23% | -28%
COc1ccc(CNC(=O)CS(=O)Cc2nc(-c3ccc(C)cc3)oc2C)cc1 (configuration not stated) | i | -8% | -1% | 39% | 6% | VEEV TC-83 Vero 10K pilot screen=0.0
O=c1n(-c2cccc(Cl)c2)c(=O)n2n1CCC2 | 0.7% | -15% | -1% | -5% | -10%
O=C(Nc1cccc(S(=O)(=O)NC2=NCCCCC2)c1)c1ccc(Cl)cc1 | 0.7% | -8% | . | . | .
CCN(C(=S)Nc1cccnc1)c1cccc2ccccc12 | 1.2% | 8% | 6% | -5% | -3%
CC(On1nnc2ccccc21)C(=O)N1CCN(Cc2ccccc2)CC1 (configuration not stated) | 1.5% | -8% | 0% | -4% | 8%
COC(=O)Cc1c(C)c2ccc(OCC(=O)N3CCCC(C)C3)c(C)c2oc1=O (configuration not stated) | 5.5% | -5% | -15% | 8% | -10%
CCOc1cc(N2CCOCC2)c(OCC)cc1NC(=O)c1cc(C)nc2ccccc12 | 8.5% | -4% | -11% | -1% | 8%
CN(CC1CCCO1)S(=O)(=O)c1ccc(C(=O)Nc2nc3cc4c(cc3s2)OCO4)cc1 (configuration not stated) | 4.1% | 21% | -6% | 2% | 2%
